Screening data from PubChem.
PP5 primary = PP5 phosphatase inhibitors, primary screen, biochemical, fluorescence; inhibition, % at 6.7 µM; purified PP5c, OMFP substrate fluorescence; 320,000 compounds, 0.18% hits;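 active means inhibition above the campaign's mean inhibition across all tested compounds plus 3 SD, cut at about 9.5% in these data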;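 further: 0% = DMSO only and 100% = 100 µM cantharidin control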
procasp3 activ = activators of human procaspase-3 D3A mutant, primary screen, biochemical, absorbance, PC-3 D3A mutant, single concentration; recombinant procaspase-3 D3A, Ac-DEVD-pNA absorbance 405 nm; activation, % at 8.5 µM; 330,000 compounds, 0.11% hits; AID 463141, 2010;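 active means activation above the mean of all tested compounds plus 3 SD, cut at about 21% in these data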;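 further: 0% = DMSO alone and 100% = DMSO wells spiked with extra 5 µM PC-3 D3A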
Target sequence (P42574 whole entry D9A/D28A/D175A): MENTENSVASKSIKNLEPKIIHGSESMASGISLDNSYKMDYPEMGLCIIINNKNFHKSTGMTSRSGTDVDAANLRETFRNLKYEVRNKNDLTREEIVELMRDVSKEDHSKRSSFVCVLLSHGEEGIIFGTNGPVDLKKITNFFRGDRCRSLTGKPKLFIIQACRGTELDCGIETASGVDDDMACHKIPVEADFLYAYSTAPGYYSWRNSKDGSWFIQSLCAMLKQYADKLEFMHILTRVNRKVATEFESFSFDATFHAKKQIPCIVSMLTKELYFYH
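Assay system – Procaspase-3 D3A mutant · Benchmarks – DMSO low control, extra-enzyme high control · Technique – 405 nm absorbance of p-nitroaniline, reads at 0 and 120 min · Doses – 8.5 µM nominal · Measure – % activation between DMSO and enzyme-spiked controls · Also added – Ac-DEVD-pNA chromogenic peptide substrate · Schedule – 1 h compound preincubation, 2 h substrate hydrolysis at 25 °C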
JMJD2C inh = inhibitors of GASC-1 histone demethylase, primary screen, biochemical, fluorescence, DELFIA europium; inhibition, % at 2.35 µM; 330,000 compounds, 0.069% hits; AID 2099, 2009; GST-JMJD2C(1-420) H3K9me3 demethylation; Lysine-specific demethylase 4C (Homo sapiens), Q9H3R0;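 active means more than half of a compound's replicate wells show inhibition beyond 50%, single wells judged on their own value; inconclusive means some, but no more than half, of replicates pass 50% inhibition; inactive means no replicate passes 50% inhibition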;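 further: signal counts dimethyl H3K9 product captured on neutravidin plate; 0% = median of DMSO wells and 100% = 0.3 times that DMSO median; strong numbers were not always called active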
PP1 counter = PP1-alpha phosphatase inhibitors, primary screen, counter-screen for PP5 inhibitor project, biochemical, fluorescence, OMFP substrate, single point. purified PP1alpha. 320,000 compounds, 0.9% hits. Serine/threonine-protein phosphatase PP1-alpha catalytic subunit (Homo sapiens), P62136. AID 2235, 2010. inhibition, % at 6.7 µM;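 active means inhibition above the mean inhibition of all tested compounds plus 3 SD, computed separately for each screening campaign, cut at about 15% in these data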
Target sequence (P62136 whole entry, looked up): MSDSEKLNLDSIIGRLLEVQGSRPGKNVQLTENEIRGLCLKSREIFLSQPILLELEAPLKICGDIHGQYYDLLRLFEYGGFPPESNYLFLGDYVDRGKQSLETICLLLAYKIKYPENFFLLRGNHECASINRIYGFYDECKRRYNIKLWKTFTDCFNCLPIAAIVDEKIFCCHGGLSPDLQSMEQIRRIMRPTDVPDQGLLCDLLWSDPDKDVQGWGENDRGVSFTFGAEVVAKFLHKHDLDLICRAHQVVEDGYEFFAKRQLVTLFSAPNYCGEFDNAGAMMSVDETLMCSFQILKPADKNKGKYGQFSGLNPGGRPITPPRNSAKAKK
CTSL1 counter = Fasciola hepatica cathepsin L1 inhibitors, primary screen, counter-screen for PFM18AAP inhibitor project, biochemical, QFRET, fluorogenic peptide substrate; recombinant F. hepatica cathepsin L1, Z-Leu-Arg-MCA fluorescence; 300,000 compounds, 0.49% hits; inhibition, % at 5.96 µM; AID 1906, 2009;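 active means inhibition above the mean of all tested compounds plus 3 SD, set per screening campaign, cut at about 17% in these data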;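 further: 0% = plate median of test compound wells and 100% = 1 µM Z-Phe-Ala-diazomethylketone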
VLA-4 inh = inhibition in human VLA-4 binding assay, primary screen, VLA-4 allosteric modulator project, MLPCN library, flow cytometry, VLA-4 expressing cells; Integrin alpha-4 (Homo sapiens), P13612; ligand binding flow cytometry; inhibition, % (about 7 µM as worked out from the volumes in the protocol); 330,000 compounds, 0.2% hits; in the data active means inhibition above about 50%
GRK2 inh = compounds blocking aptamer binding on GRK2 – biochemical, human GRK2, bead flow cytometry, HTS, primary screen | Beta-adrenergic receptor kinase 1 (Homo sapiens), P25098 | FAM-aptamer displacement from GRK2 | inhibition of aptamer binding, % at 10 µM | 330,000 compounds, 0.59% hits | AID 488847, 2010;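 active means inhibition of aptamer binding above 40%, roughly 3 SD of noise, on plates passing a quality check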;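 further: median bead fluorescence of bound FAM aptamer so fluorescent compounds give negative values; no value below 0 was filed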
proCasp7 act = procaspase-7 activators, primary screen, counter-screen for procaspase-3 activator project, biochemical, absorbance, HTS, human. Caspase-7 (Homo sapiens), P55210. recombinant procaspase-7, Ac-DEVD-pNA absorbance 405 nm; D23A/D198A/D206A triple mutant, cannot self-cleave; scale: DMSO 0, 5 µM enzyme 100. activation, % at 8.5 µM. 330,000 compounds, 0.093% hits. AID 463210, 2010;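 active means percent activation above the screen-wide mean plus 3 SD, cut at about 25% in these data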
Target sequence (P55210 whole entry D23A/D198A/D206A): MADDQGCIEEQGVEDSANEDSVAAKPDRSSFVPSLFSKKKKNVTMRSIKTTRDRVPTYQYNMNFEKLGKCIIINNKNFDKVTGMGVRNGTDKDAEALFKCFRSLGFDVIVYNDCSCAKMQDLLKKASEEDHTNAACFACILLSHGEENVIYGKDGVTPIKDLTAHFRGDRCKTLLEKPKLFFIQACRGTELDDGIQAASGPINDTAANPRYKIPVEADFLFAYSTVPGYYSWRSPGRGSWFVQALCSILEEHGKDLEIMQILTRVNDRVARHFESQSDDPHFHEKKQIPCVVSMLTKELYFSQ
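Replicates: singlicate. Assay system: Procaspase-7 triple mutant (PC-7 D3A). Signal: 405 nm absorbance of p-nitroaniline. Times: 1 h preincubation, 2 h reaction. Buffer or medium: Zinc-free HEPES pH 7.4 with 300 mM NaCl, 0.01% Triton X-100. Also added: DEVD-pNA substrate. Benchmarks: DMSO wells as 0%, DMSO with 5 µM added PC-7 as 100%.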
core dimer inh = inhibitors of HCV core protein dimerization, primary screen, biochemical, TR-FRET, high-throughput; TR-FRET GST/Flag-core106 dimerization, 1536-well; inhibition, % at 5 µM; 300,000 compounds, 0.33% hits; AID 1899, 2009;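 active means inhibition above the mean of all tested compounds plus 3 SD, set per screening campaign, cut at about 45% in these data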
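Test system: GST/Flag-tagged HCV core106 proteins; Medium: KF-containing HEPES buffer, pH 7.45, DTT, CHAPS, BSA; Times: compound-protein-antibody incubation 4 h at 22.5 °C; Detection: TR-FRET 671 and 617 nm emission; Benchmarks: wells lacking GST-core106 and wells with excess unlabelled core106.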
* hit, by the source's call; u = inconclusive; x = not tested or not shown.

SMILES | PP5 primary | procasp3 activ | JMJD2C inh | PP1 counter | CTSL1 counter | VLA-4 inh | GRK2 inh | proCasp7 act | core dimer inh
CC1CCCCN1C(=O)CCc1nnc(Cc2c[nH]c3ccccc23)o1 (stereo not drawn) | -0.9 | 4 | -3 | -5 | 4 | 11 | 0 | -1 | 6
CC1(C)c2ccccc2N2CC(=O)N(CC(N)=O)C21C (stereo not drawn) | 5.0 | 11 | -1 | -6 | -2 | -8 | 8 | -5 | -1
Cc1cc(C)c(NC(=O)COc2nncc3ccccc23)c(C)c1 | 0.8 | -3 | 15 | -3 | 1 | 4 | 0 | -1 | 1
Fc1ccc(Nc2nc(-c3ccncc3)nc3ccccc23)cc1 | 0.7 | 7 | 12 | -1 | 6 | 0 | 0 | -5 | 2
CCSc1nc(C)cc(C)c1S(=O)(=O)c1ccccc1C | 3.3 | -6 | 6 | 1 | 2 | 6 | 0 | 2 | 2
O=C(CNc1cccc(S(=O)(=O)N2CCCC2)c1)Nc1ccc(C(F)(F)F)cc1 | 3.2 | 0 | 2 | 0 | 1 | -32 | 2 | -3 | -7
COc1ccc(NC(=O)CSc2nnc(CNC(=O)COc3ccc(Cl)cc3)o2)cc1 | -0.5 | 0 | -7 | -3 | -2 | 18 | 0 | -12 | 0
Cn1nc(C(=O)NCc2cccnc2)c2ccccc2c1=O | -0.3 | 2 | -6 | -2 | 1 | 1 | 0 | 3 | -5
Nc1cc(N)nc(SCC(=O)Nc2ccccc2)n1 | -0.3 | -14 | 13 | -1 | -1 | 2 | 0 | -6 | 3
O=C(CSc1ccccn1)N1CCNC1=O | x | 13 | -3 | x | x | 0 | 0 | 2 | x

Compound profiles (already shown):
Record of O=C(CSc1ccccn1)N1CCNC1=O = PP5 primary: x; procasp3 activ: 13; JMJD2C inh: -3; PP1 counter: x; CTSL1 counter: x; VLA-4 inh: 0; GRK2 inh: 0; proCasp7 act: 2; core dimer inh: x
Record of Cc1cc(C)c(NC(=O)COc2nncc3ccccc23)c(C)c1 = PP5 primary: 0.8; procasp3 activ: -3; JMJD2C inh: 15; PP1 counter: -3; CTSL1 counter: 1; VLA-4 inh: 4; GRK2 inh: 0; proCasp7 act: -1; core dimer inh: 1
Record of Fc1ccc(Nc2nc(-c3ccncc3)nc3ccccc23)cc1 = PP5 primary: 0.7; procasp3 activ: 7; JMJD2C inh: 12; PP1 counter: -1; CTSL1 counter: 6; VLA-4 inh: 0; GRK2 inh: 0; proCasp7 act: -5; core dimer inh: 2

Next section:
SMILES | PP5 primary | procasp3 activ | JMJD2C inh | PP1 counter | CTSL1 counter | VLA-4 inh | GRK2 inh | proCasp7 act | core dimer inh
Cc1ccc(-n2c(SCC(N)=O)nnc2-c2ccc(S(=O)(=O)N3CCCCC3)cc2)c(C)c1 | 2.6 | -1 | -8 | 0 | -3 | -1 | 2 | 8 | 9
O=C(COC(=O)c1ccc(O)cc1O)NC12CC3CC(CC(C3)C1)C2 | -0.6 | 7 | x | 0 | x | 7 | 3 | 5 | x
CCCc1cc2c(cc1NC(=O)c1ccccc1Cl)OCO2 | 0.8 | -5 | 0 | -1 | 3 | 6 | 3 | 2 | 2
CCOC(=O)c1ccc(S(=O)(=O)N2CCN(CC(=O)NC(=O)NC3CCCCC3)CC2)cc1 | 4.3 | 0 | 6 | 5 | 1 | -15 | 0 | 15 | -4
COc1ccccc1C(=O)N1CC2(C)CC1CC(C)(C)C2 (stereo not drawn) | 1.5 | 5 | 12 | 0 | -1 | 4 | 2 | 19 | 4
CC(C)(C)C(=O)/C(=C\c1ccc([N+](=O)[O-])cc1)n1cncn1 | 1.3 | -7 | -2 | 2 | -1 | 35 | 1 | 2 | -4
Cc1ccc(NC(=O)c2cnccn2)c(OC(F)F)c1 | 0.3 | -2 | 12 | 1 | 2 | 5 | 0 | 12 | 0
CCSc1nnc(NC(=O)CSC2=NN3CCCC(=O)N=C3S2)s1 | 0.3 | -2 | 10 | -2 | 3 | 32 | 3 | 4 | 1
O=C(NC(=S)NCCCN1CCOCC1)c1ccc(Br)cc1 | 3.0 | 6 | -9 | -4 | 6 | 14 | 7 | 2 | -1
CCn1c(=O)c2c(cnn2C)c2ccccc21 | 0.6 | 0 | 2 | 1 | 2 | 12 | 1 | -3 | -6

Quoted from above, three compounds:
SMILES | PP5 primary | procasp3 activ | JMJD2C inh | PP1 counter | CTSL1 counter | VLA-4 inh | GRK2 inh | proCasp7 act | core dimer inh
COc1ccccc1C(=O)N1CC2(C)CC1CC(C)(C)C2 (stereo not drawn) | 1.5 | 5 | 12 | 0 | -1 | 4 | 2 | 19 | 4
CC(C)(C)C(=O)/C(=C\c1ccc([N+](=O)[O-])cc1)n1cncn1 | 1.3 | -7 | -2 | 2 | -1 | 35 | 1 | 2 | -4
Cc1ccc(NC(=O)c2cnccn2)c(OC(F)F)c1 | 0.3 | -2 | 12 | 1 | 2 | 5 | 0 | 12 | 0

The listing continues.
SMILES | PP5 primary | procasp3 activ | JMJD2C inh | PP1 counter | CTSL1 counter | VLA-4 inh | GRK2 inh | proCasp7 act | core dimer inh
COc1ccc(N2CCN(C(CNC(=O)C(C)C)c3ccc4c(c3)OCO4)CC2)cc1 (stereo not drawn) | -0.3 | 9 | -20 | -2 | -2 | 10 | 1 | -9 | -2
CCOC(=O)c1sc(=S)n(-c2ccccc2Cl)c1SC | 5.0 | 1 | -8 | 2 | -1 | 0 | 1 | -2 | -14
CC(C)NC(=O)Cn1c(SCC(=O)N2CCCc3ccccc32)nc2ccccc21 | 0.0 | 1 | 9 | -1 | -1 | 18 | 5 | -4 | -1
Fc1ccc(-[n+]2nc(Nc3ccccc3)sc2-c2ccc(OCc3ccccc3)cc2)cc1 | 1.3 | -2 | u | 6 | 6 | -19 | 0 | -10 | -110
COc1ccc(N(CC(=O)Nc2c(C)n(C)n(-c3ccccc3)c2=O)S(=O)(=O)c2ccc(C)cc2)cc1OC | -0.5 | -2 | -1 | -3 | 3 | 1 | 0 | -6 | 10
COc1ccc2ccccc2c1/C=N\n1c(C)cc(C)c(C(N)=O)c1=O | 1.2 | 5 | 16 | 5 | 6 | 18 | 1 | -4 | 7
CC(C)(C)c1ccc(OCCCC(=O)NC2=NCCS2)cc1 | 2.7 | 12 | -8 | 7 | -2 | -19 | 2 | 3 | -6
COc1ccc(CNC(=O)c2csc(Cc3ccc(Cl)cc3)n2)cc1 | 2.9 | 10 | 4 | 6 | 0 | -10 | 4 | 14 | 13
CSc1ccccc1-c1nnc(-c2ccccc2)o1 | 1.9 | 8 | 14 | -3 | -2 | -1 | 0 | 12 | 16
O=C(O)CCC(=O)c1ccc2ccc3cccc4ccc1c2c34 | 2.3 | -5 | -8 | 0 | 2 | -19 | 0 | -2 | -8

Quoted at random: 2 entries already listed
SMILES | PP5 primary | procasp3 activ | JMJD2C inh | PP1 counter | CTSL1 counter | VLA-4 inh | GRK2 inh | proCasp7 act | core dimer inh
CC(C)(C)c1ccc(OCCCC(=O)NC2=NCCS2)cc1 | 2.7 | 12 | -8 | 7 | -2 | -19 | 2 | 3 | -6
COc1ccc(N(CC(=O)Nc2c(C)n(C)n(-c3ccccc3)c2=O)S(=O)(=O)c2ccc(C)cc2)cc1OC | -0.5 | -2 | -1 | -3 | 3 | 1 | 0 | -6 | 10

(continued)
SMILES | PP5 primary | procasp3 activ | JMJD2C inh | PP1 counter | CTSL1 counter | VLA-4 inh | GRK2 inh | proCasp7 act | core dimer inh
CN(C)C(=O)c1cc(-c2ccccc2)no1 | -2.0 | 1 | 3 | -1 | 1 | 3 | 0 | 10 | 1
Cc1cc(C(=O)COC(=O)c2ccc[nH]c2=O)c(C)n1-c1ccc(F)cc1 | 1.2 | -8 | 5 | 12 | -11 | 6 | 0 | 0 | -1
CCc1nc(SCC(=O)Nc2ccc(OC)cc2[N+](=O)[O-])n[nH]1 | 0.3 | 0 | -11 | 1 | -2 | 0 | 2 | -12 | -4
COC(=O)c1scc(C)c1NC(=O)Cc1ccccc1 | 2.9 | 0 | 6 | -4 | 1 | -6 | 1 | -4 | -8
Cc1cc(NS(=O)(=O)c2ccc(NC(=O)/C=C/c3ccco3)cc2)nc(C)n1 | -0.9 | 5 | 5 | 3 | -1 | -4 | 0 | 2 | -3
Cc1ccc(CN(C(=O)c2csnn2)C(C(=O)NC2CCCC2)c2ccccn2)cc1 (stereo not drawn) | -0.1 | 9 | 5 | 0 | 1 | 6 | 1 | -18 | 1
COc1cc(OC)cc(C(=O)NCC(=O)NCC(c2ccco2)N2CCCCC2)c1 (stereo not drawn) | -0.6 | 3 | 5 | -2 | x | 10 | 0 | -1 | x
COCCCNc1nc2cc(OC)c(OC)cc2c2nc(-c3ccccc3)nn12 | 2.5 | 1 | 9 | -1 | 5 | 3 | 0 | 7 | 3
COc1ccc(C(CNC(=O)c2cccc(S(=O)(=O)NCc3ccccc3)c2)N(C)C)cc1 (stereo not drawn) | 3.4 | 9 | -5 | -1 | -2 | -1 | 0 | 3 | -1
COc1ccc(S(=O)(=O)N2CCC(C(=O)N[C@H](C(=O)N3CCCCCC3)C(C)C)CC2)cc1 | 2.2 | 8 | 2 | 0 | 0 | -3 | 0 | 5 | 0
CCn1c(SCC(=O)OC)nc2sc3c(c2c1=O)CC(C)(C)OC3 | 0.6 | 0 | 6 | -1 | -4 | 6 | 2 | 3 | -3
CCS(=O)(=O)N1CCCC(C(=O)NCCN(C)Cc2ccccc2)C1 (stereo not drawn) | 1.2 | 3 | 3 | -4 | -2 | -2 | 0 | 8 | 0
CCCCC(=O)NC(=S)NNC(=O)c1ccc(OC)cc1 | 0.7 | -4 | -17 | 2 | 1 | -1 | 3 | -12 | 1
CCCC(=O)Nc1ccc(C(=O)NCc2ccccc2Cl)cc1 | 1.2 | -3 | 0 | 1 | 0 | 11 | 0 | 17 | 0
O=C(c1cc2ccccn2n1)N1CCN(Cc2ccccc2)CC1 | 2.3 | 3 | -2 | -1 | 0 | 14 | 0 | 3 | -1
O=C(N(c1ccccn1)c1ccccn1)C12CC3CC(CC(C3)C1)C2 | -1.1 | -2 | 26 | -2 | -2 | 12 | 0 | -1 | -1
